# inhibitors of VEEV: inhibitors of VEEV TC-83 cytopathic effect, confirmation, Vero cells (AID 588727); Vero cells, VEEV TC-83 cytopathic effect inhibition; higher % means a stronger effect; actives 0.13% (n = 350,000); inhibition, % at 20 µM, or IC50 in µM where a hit was titrated; in the data active = a potency from the dose series; inconclusive = inhibition mostly from about 14% at the one dose, without a potency; inactive = the rest, 99 in 100 with inhibition below about 12%; also: strong numbers were not always called active
# The depositor's hits bear a star; i = inactive; ? = inconclusive. This is a subset; rates above refer to the full screens.
canonical_smiles	inhibitors of VEEV
C[C@@H]1CN([C@H](C)CO)C(=O)CCCn2cc(nn2)CO[C@H]1CN(C)C(=O)Nc1cccc(F)c1	0.8%
O=c1c(OCc2ccccc2)cccn1Cc1ccccc1	i
O=C(C[C@@H]1C[C@@H]2c3cc(NC(=O)C4CCC4)ccc3O[C@@H]2[C@@H](CO)O1)NCc1ccc(Cl)cc1	2.0%
O=C(CCN1C(=O)NC2(CCCC2)C1=O)Nc1ccc(Sc2ccc(Br)cc2)cc1	1.7%
COc1ccc(/C=C2\SC(=O)N(CCCC(=O)Nc3ccc(C(=O)O)cc3)C2=O)cc1	1.2%
Nc1ccc2c(c1)[nH]c(=O)c1cc(N)ccc12	12.0%
COc1cccc(-c2cnc3c(c2)C(=O)N([C@H](C)CO)C[C@@H](C)[C@H](CN(C)C(=O)Nc2ccccc2F)O3)c1	0.0%
COc1cccc(C#CC2=CC(=O)C[C@H](c3ccc(F)cc3)C2)c1	8.0%
O=C(/C=C/c1ccc(F)cc1)Nc1cc(S(=O)(=O)N2CCOCC2)ccc1N1CCOCC1	0.0%
CC1=C(C(=O)Nc2cc(C(=O)N3CCN(c4ccc(Cl)cc4)CC3)ccc2C)SCCO1	5.2%
Cc1noc(C)c1NC(=O)N(C)C[C@@H]1Oc2ncc(Br)cc2C(=O)N([C@@H](C)CO)C[C@@H]1C	i
Cc1cccc(NC(=O)CSc2nnc3ccc(-c4cccnc4)nn23)c1	0.3%
COc1cc(C(=O)N2CCN(C3=NS(=O)(=O)c4ccccc43)CC2)cc(OC)c1OC	0.3%
C[C@H](CO)N1C[C@H](C)[C@H](CN(C)C(=O)NC2CCCCC2)Oc2ncc(Br)cc2C1=O	2.8%
CC1=CC(=O)C2(C)C(C)=C(C)C12C (stereo unspecified)	i
C[C@H](CO)N1C[C@H](C)[C@@H](CN(C)S(=O)(=O)c2ccc(-c3ccccc3)cc2)OCc2cn(nn2)CCCC1=O	1.9%
CC1=C(C(=O)N2CCOCC2)CC(CC(=O)NCc2ccco2)C(=O)N1CCC1=CCCCC1 (stereo unspecified)	i
O=C(CCCCC(=O)NN=Cc1ccc2c(c1)CCC2)NN=Cc1ccc2c(c1)CCC2	2.1%
CNC(=O)C[C@H]1C(=O)N(c2ccccc2)C[C@@H]1C	3.1%
Cc1ccc(C(=O)OCC(=O)Nc2cccc(S(=O)(=O)N3CCCCC3)c2)s1	0.9%
CCCCCC(=O)N1C[C@H](n2cc(COC(=O)c3ccccc3)nn2)[C@@H](O)C[C@@H]1c1ccc(C)cc1	i
Cc1ccc(CN(C)C[C@@H]2OCc3cnnn3CCCC(=O)N([C@H](C)CO)C[C@H]2C)cc1	0.1%
CCOC(=O)c1cc(OC(C)=O)c2ccc(OC)c(OC)c2c1	0.2%
COc1cccc(-c2ccc(C3=CC(=O)CC(C)(C)C3=O)cc2)c1OC	3.6%
C[C@@H]1CN([C@H](C)CO)C(=O)c2cc(Br)cnc2O[C@@H]1CN(C)C(=O)NC1CCCC1	1.1%
CCCCN1C[C@H](Cc2ccccc2)[C@@H](CC(=O)NC)C1=O	0.3%
Cc1ccc([C@H]2C[C@H](O)[C@@H](n3cc(-c4ccc(F)cc4)nn3)CN2Cc2cccs2)cc1	i
C[C@H](CO)N1C[C@H](C)[C@H](CN(C)C(=O)Nc2ccc(N3CCN(C)CC3)cc2)OCc2cnnn2CCCC1=O	0.0%
CC(C)CN(C(=O)Cn1nnc(-c2ccc(Cl)cc2)n1)C1CCS(=O)(=O)C1 (stereo unspecified)	1.7%
Cc1ccc([C@@H]2C[C@H]3[C@@H](CN2S(=O)(=O)c2ccc(Cl)cc2)C(=O)C[C@@H](c2ccccc2F)N3S(=O)(=O)c2ccc(C)cc2)cc1	0.4%

# Reprinted at random: four compounds from above.
canonical_smiles	inhibitors of VEEV
Cc1ccc([C@@H]2C[C@H]3[C@@H](CN2S(=O)(=O)c2ccc(Cl)cc2)C(=O)C[C@@H](c2ccccc2F)N3S(=O)(=O)c2ccc(C)cc2)cc1	0.4%
Nc1ccc2c(c1)[nH]c(=O)c1cc(N)ccc12	12.0%
CCCCCC(=O)N1C[C@H](n2cc(COC(=O)c3ccccc3)nn2)[C@@H](O)C[C@@H]1c1ccc(C)cc1	i
C[C@@H]1CN([C@H](C)CO)C(=O)c2cc(Br)cnc2O[C@@H]1CN(C)C(=O)NC1CCCC1	1.1%

# 3 entries from above, set out differently.
Cc1cccc(NC(=O)CSc2nnc3ccc(-c4cccnc4)nn23)c1
  inhibitors of VEEV: 0.3%
COc1cc(C(=O)N2CCN(C3=NS(=O)(=O)c4ccccc43)CC2)cc(OC)c1OC
  inhibitors of VEEV: 0.3%
C[C@H](CO)N1C[C@H](C)[C@H](CN(C)C(=O)NC2CCCCC2)Oc2ncc(Br)cc2C1=O
  inhibitors of VEEV: 2.8%

# Following part.
canonical_smiles	inhibitors of VEEV
O=C1NC(Cc2ccccc2)c2nc3ccc(F)cc3c(=O)n2-c2cc3ccccc3cc21 (stereo unspecified)	6.6%
Cc1cc(OCC(=O)OCC(=O)NC2CCS(=O)(=O)C2)ccc1Cl (stereo unspecified)	0.1%
N#Cc1ccc(C(=O)N2CCC3CC2c2cc(N4CCCCC4)ccc23)cc1 (stereo unspecified)	0.1%
C[C@@H]1CN([C@@H](C)CO)C(=O)c2cc(Br)cnc2O[C@H]1CN(C)C(=O)Nc1ccc(F)cc1	0.4%
N#Cc1ccccc1OCC(=O)N1CC(=O)Nc2ccccc21	1.3%
Nc1cc(=O)nc2cn[nH]n12	2.7%
C[C@H](CO)N1C[C@H](C)[C@H](CN(C)S(=O)(=O)c2ccccc2F)OCc2cnnn2CCCC1=O	3.0%
COc1ccc(CN(C)C[C@H]2OCCCC[C@H](C)Oc3ccc(NC(=O)CCC(F)(F)F)cc3C(=O)N([C@@H](C)CO)C[C@@H]2C)cc1	1.0%
CSC[C@H]1CN(c2ccc(Br)cc2)C(=O)[C@@H]1CC(=O)Nc1ccc(Br)cc1	3.9%
COc1ccc(C(=O)N/C(=C\c2ccc(Cl)cc2)C(=O)NCc2ccncc2)cc1	1.0%
C=CCOc1ccc(C[C@H](N)C(=O)NC[C@H]2O[C@@H](n3cc(C)c(=O)[nH]c3=O)C[C@@H]2O)cc1	0.4%
OC(COc1ccc(-c2ccccc2)cc1)CN1CCCCC1 (stereo unspecified)	?
COc1cc(NC(=O)CSc2nnc3ccccn23)cc(OC)c1OC	5.0%
Cc1cc(NCC(=O)Nc2ccc(C)c(S(=O)(=O)N3CCOCC3)c2)ccc1Br	i
Cc1ccc([C@H]2C[C@@H](n3cc(COC(=O)c4ccccc4)nn3)[C@H](O)CN2Cc2cccs2)cc1	1.6%
CC(C)C1C(=O)N(Cc2cn(CCC3OCCO3)nn2)CCS(=O)(=O)N1Cc1ccc(-c2ccccc2)cc1 (stereo unspecified)	1.9%
CC(C)c1cc(C(=O)N(C)C2CCCN(Cc3ccccc3F)C2)n(C)n1 (stereo unspecified)	1.4%
C[C@@H]1CN([C@@H](C)CO)C(=O)CCCn2cc(nn2)CO[C@H]1CN(C)S(=O)(=O)c1ccc2ccccc2c1	i
CC1(C)CN(Cc2ccccc2)C(=O)[C@H]1CC(=O)Nc1ccccc1	i
CCCCCCN1C[C@H](O)[C@@H](n2cc(COC(=O)c3ccccc3)nn2)C[C@@H]1c1ccc(Cl)cc1	1.4%
Cc1ccc([C@H]2C[C@@H](n3cc(-c4ccc(F)cc4)nn3)[C@H](O)CN2C(=O)C2CCCCC2)cc1	i
O=C(COC(=O)c1ccc(F)cc1Cl)NC1CC1	i
CC(=O)N1C[C@H]2CON(C)[C@H]2C[C@H]1c1ccc(-c2cccnc2)cc1	i
COc1ccc(CNC(=O)C[C@@H]2C[C@H]3c4cc(NC(=O)NC5CCCC5)ccc4O[C@H]3[C@H](CO)O2)cc1	0.8%
COc1ccc(-c2ccc3[nH]c4c(c3c2)CCN2C(=O)[C@@H]([C@H](C)O)[C@@H](N(C)C(=O)Nc3cc(Cl)cc(Cl)c3)C[C@@H]42)cc1	1.5%
O=C1C2C3C=CC(CC3)C2S(=O)(=O)C2C3C=CC(CC3)C12 (stereo unspecified)	i
Cc1ccc(-c2cnc3c(c2)C(=O)N([C@H](C)CO)C[C@@H](C)[C@@H](CN(C)C(=O)Cc2ccccc2)O3)cc1	i
COCCCN1C(=O)C(CC(=O)NCC2CCCCC2)CC(C(=O)N2CCOCC2)=C1C (stereo unspecified)	5.9%
CCOc1ccc(N=Cc2ccc(N(C)C)cc2)c(O)c1	2.0%
CC(=NNC(N)=S)c1ccc2cc3c(cc2c1)OCO3	1.5%

# Next records:
mol,inhibitors of VEEV
COc1ccccc1S(=O)(=O)N(C)C[C@@H]1Oc2cc(C#CCC(C)C)ccc2S(=O)(=O)N([C@H](C)CO)C[C@@H]1C,4.0%
CCCCCN(C(=O)CCC(=O)OCC(=O)NCCc1ccccc1)c1c(N)n(CCCC)c(=O)[nH]c1=O,0.7%
Cc1ccc2n1Cc1cnnn1-c1ccccc1-2,0.1%
COc1cccc(-n2cc(CN(C)C(=O)C3CCC(=O)N(C4CC4)C3)cn2)c1 (stereo unspecified),1.3%
O=S(=O)(Nc1cc(Sc2ncn[nH]2)c(O)c2ccccc12)c1ccccc1,6.8%
N#Cc1nccc2ccc(OCc3ccc(Br)cc3)cc12,0.2%
O=C(O)c1ccccc1C(=O)Nc1ccc(Nc2ccccc2)cc1,1.1%
Cc1ccc([C@H]2C[C@H](O)[C@@H](n3cc(-c4ccc(F)cc4)nn3)CN2C(=O)C2CCCCC2)cc1,2.2%
Cc1ccc([C@H]2C[C@@H](O)[C@H](n3cc(COC(=O)c4ccccc4)nn3)CN2C(=O)c2cccs2)cc1,i
CCN(CC)C(=O)C1=C(C)N(Cc2ccc(F)cc2)C(=O)C(CC(=O)NCCCN(C)C)C1 (stereo unspecified),1.1%
O=c1c(-c2ccccc2)cocc1-c1ccccc1,i
Cc1onc(-c2ccccc2)c1C(=O)OCC(=O)c1ccc(F)cc1,1.3%
COc1ccc(S(=O)(=O)NCc2cccnc2)c(Cl)c1Cl,1.8%
C[C@H]1CN([C@@H](C)CO)C(=O)CCCn2nncc2CO[C@@H]1CN(C)S(=O)(=O)c1ccc(Oc2ccccc2)nc1,i
O=C(Nc1c2c(nn1-c1ccccc1)CS(=O)(=O)C2)C1CC1,0.7%
Cc1ccn2c(=O)c(NC(=O)c3ccc4c(c3)OCO4)c(C)nc2c1,2.7%
CCN(CC)Cc1c(C)[nH]c2ccc(NC(C)=O)cc2c1=O,1.7%
O=C(O)CN1C(=O)C=CC1=O,1.1%
COc1ccc(-n2ncc(C(C)NS(=O)(=O)c3cc(C)sc3C)c2C)cc1 (stereo unspecified),0.5%
Cc1ccc(S(=O)(=O)NC(CC(=O)OCc2ccccc2)C(=O)OCc2ccccc2)cc1 (stereo unspecified),1.1%
O=C(OCC(=O)c1c[nH]c2ccccc12)c1ccc(F)c(S(=O)(=O)N2CCOCC2)c1,2.0%
CC(C)CC1C(=O)N(Cc2cn(CCC3OCCCO3)nn2)CCS(=O)(=O)N1Cc1ccc(-c2ccc(Cl)nc2)cc1 (stereo unspecified),3.3%
Cc1c(Cc2ccccc2)c(=O)oc2c(O)c(O)ccc12,0.8%
O=C(OCc1cn([C@@H]2CN(C(=O)c3cccs3)[C@@H](c3ccccc3)C[C@H]2O)nn1)c1ccccc1,3.4%
COc1ccc([C@H]2C[C@H](n3cc(-c4ccc(F)cc4)nn3)[C@@H](O)CN2Cc2cccs2)cc1,0.8%
Cc1cc(NC(=O)c2cc3cc([N+](=O)[O-])ccc3s2)no1,i
CCc1ccc(C(C#N)=CC=Cc2ccccc2)cc1,4.3%
CCOC(=O)C1CCN(C(=O)c2ccc3c(=O)n4nc(Nc5ccccc5CC)sc4nc3c2)CC1,5.7%
CCCCCCCCSC1=CC(=O)C(OC)=C(OC)C1=O,6.4%
CC(C)COC(=O)N(C)C[C@H]1OCc2cnnn2CCCC(=O)N([C@@H](C)CO)C[C@H]1C,i
O=C(Nc1ccc(-c2nc3ccccc3[nH]2)cc1)C1CCCN(Cc2ccn[nH]2)C1 (stereo unspecified),7.8%
CN(C(=O)COC(=O)c1ccc(S(=O)(=O)N2CCCCCC2)cc1)c1ccccc1,1.3%
Cc1ccc(SCc2c(C(=O)N/N=C/c3ccco3)nnn2-c2nonc2N)cc1,3.6%
C#CCN(C[C@H]1[C@H](OC(=O)NC2CC2)[C@H](OC(=O)NC2CC2)C[C@@H](C(=O)OC)[C@H]1C(=O)OC)S(=O)(=O)c1ccc(C)cc1,0.5%
Cc1cnc(C2OCCO2)c2cccc([N+](=O)[O-])c12,1.2%
Cn1c(=O)c(=O)n(C)c2cc(S(=O)(=O)CCC(=O)Nc3ccccc3C(F)(F)F)ccc21,i
COc1cccc(NC(=O)N(C)C[C@@H]2Oc3cc(Br)ccc3S(=O)(=O)N([C@@H](C)CO)C[C@H]2C)c1,i
COc1ccc(-c2cc3nc(C)cc(N4CCN(C(=O)c5ccoc5)CC4)n3n2)cc1,11.4%
Cc1ncc(C(O)c2ccc(N(C)C)cc2)n1Cc1ccccc1 (stereo unspecified),0.3%
COc1ccc(CC(Cc2ccc(OC)c(OC)c2)NC=O)cc1OC,1.6%

# Filtered by structure, the compounds so far with an aryl thioether with sulfur outside any ring.
mol,inhibitors of VEEV
O=C(CCN1C(=O)NC2(CCCC2)C1=O)Nc1ccc(Sc2ccc(Br)cc2)cc1,1.7%
Cc1cccc(NC(=O)CSc2nnc3ccc(-c4cccnc4)nn23)c1,0.3%
COc1cc(NC(=O)CSc2nnc3ccccn23)cc(OC)c1OC,5.0%
O=S(=O)(Nc1cc(Sc2ncn[nH]2)c(O)c2ccccc12)c1ccccc1,6.8%
Cc1ccc(SCc2c(C(=O)N/N=C/c3ccco3)nnn2-c2nonc2N)cc1,3.6%

# Next entries
mol,inhibitors of VEEV
O=C(COC(=O)/C=C/c1ccccc1)NCc1ccco1,?
CCOC(=O)N=Nc1c2ccccc2c2nc3no[nH]c3nc12,i
O=C(NC(=S)Nc1cccnc1)c1cccc(Cl)c1,0.8%
COc1cccc(C2CC(=O)Nc3cc(C)c(C)cc32)c1 (stereo unspecified),0.2%
COc1cccc(/C=C/C(=O)OCC(=O)NC2CCCCCC2)c1,1.2%
CCN(CC)S(=O)(=O)c1ccc(C(=O)NC(=S)N2CCN(c3ccccc3O)CC2)cc1,0.3%

# From PubChem
